ABHD5-PLIN5 inh: ABHD5-PLIN5 interaction inhibitors, primary screen, cell lysate, split luciferase complementation, luminescence; Perilipin-5 (Homo sapiens) + 1-acylglycerol-3-phosphate O-acyltransferase ABHD5 (Homo …; Split G. princeps luciferase complementation, 4 h; inhibition, % at 4 µM; 0.78% of 360,000 active; AID 602281, 2012;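 active means inhibition above the mean inhibition across every tested compound plus 3 SD, cut at about 22% in these data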;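 further: 0% = DMSO only wells and the 100% control is not disclosed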
MC4R ag barr: MC4R agonists recruiting beta-arrestin, primary screen, cell-based, luminescence, agonist arm of biased-ligand search. Melanocortin receptor 4 (Homo sapiens), P32245. U2OS MC4R beta-arrestin complementation; percent of melanotan II response, DMSO zero. activation, % at 8.9 µM. 0.98% of 360,000 active. AID 540308, 2011;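 active means activation above a per-plate cutoff, the mean activation of sample wells on that plate plus 3 SD, cut at about 8% in these data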
Target sequence (P32245 whole entry, looked up): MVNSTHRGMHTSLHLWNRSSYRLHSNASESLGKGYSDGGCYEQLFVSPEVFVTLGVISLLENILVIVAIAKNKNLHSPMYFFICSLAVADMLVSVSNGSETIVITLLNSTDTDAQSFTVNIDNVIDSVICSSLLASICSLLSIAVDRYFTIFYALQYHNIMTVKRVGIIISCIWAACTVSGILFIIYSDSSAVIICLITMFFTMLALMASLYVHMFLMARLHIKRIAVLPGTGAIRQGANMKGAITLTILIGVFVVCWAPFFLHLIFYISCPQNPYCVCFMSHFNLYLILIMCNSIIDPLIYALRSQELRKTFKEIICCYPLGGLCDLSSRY
N-glyco inh: increase of ERlucT glycosylation luciferase signal, primary screen, N-linked glycosylation inhibitor project, D54 ERlucT cells, luminescence, set 2; 0.23% of 360,000 active; reporter increase, % at 12.5 µM; D54 ERlucT glycosylation luciferase reporter, 24 h; percent of 100 nM tunicamycin response;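 active means mean luciferase reporter signal, scaled so untreated is 0 and the glycosylation-blocking control 100, at or above a set limit in every replicate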;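 further: luciferase carries N-glycosylation sites so blocking glycosylation raises the light; 0% = median of neutral control wells and 100% = median of 100 nM tunicamycin wells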
m5-HT2A agonist: mouse Htr2a agonists via beta-arrestin recruitment, primary screen, cell-based, luminescence | 5-hydroxytryptamine receptor 2A (Mus musculus), P35363 | CHO-K1 mHTR2A beta-arrestin complementation; percent of 30 µM serotonin response | activation, % at 7.6 µM | 0.66% of 360,000 active | AID 624169, 2012;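 active means activation above a run cutoff, the mean activation of all tested compounds plus 3 SD, cut at about 14% in these data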;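 further: 0% = plate median of compound wells and 100% = 30 µM serotonin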
CaV13 ICDI inh: Disruptors of the CACNA1D IQ motif to Ca2+-dependent inactivation inhibitor domain association, primary screening, Förster resonance energy transfer in intact living …; inhibition, % at 12.3 µM; 0.098% of 340,000 active; HEK cells, CFP/YFP FRET ICDI-IQ, plate reader, 10 min; percent FRET-ratio fall versus neutral wells;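 active means mean replicate inhibition of at least 30% and at least 1% of replicates passing that level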;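 further: 0% = median of the neutral control wells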
Cardio protect: cardioprotection against H2O2-induced cell death, primary screen, uHTS, H9c2 cells, ATPLite luminescence. protection from H2O2 cell death, % at 20 µM. 0.63% of 360,000 active. H9c2 cardiomyocytes, H2O2 injury protection, 2 h;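 active means compounds giving at least 50% protection of heart cells from peroxide-induced death in the single-dose screen, raw or plate-pattern-corrected value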;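 further: 0% = DMSO wells with peroxide and 100% = DMSO wells without peroxide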
Granule exo inh: LAMP-1 surface exposure blockers, TALL-104 cells – cell-based, flow cytometry, MLPCN library, primary screen; TALL-104 LAMP-1 surface exposure; cells stimulated with thapsigargin and PMA; inhibition, % at 10 µM; 0.66% of 360,000 active;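 active means inhibition above about 55%, limit read from the data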
MC4R antagonist: MC4R antagonists of cAMP signaling, primary screen, cell-based, TR-FRET, antagonist arm of biased-ligand search. MC4R-expressing cells, MTII-stimulated cAMP, LANCE TR-FRET. inhibition, % at 6.5 µM. 0.48% of 360,000 active;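 active means inhibition above its plate's cutoff, the mean of tested wells on that plate plus 3 SD, cut at about 29% in these data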;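 further: 0% = Melanotan II alone and 100% = Melanotan II plus saturating MCL0020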
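Material – human MC4R-expressing U2OS cells · Repeats – no replicates · Detection – TR-FRET with Eu-cAMP and labeled anti-cAMP, 671 nm · Times – compound 30 min, challenge 1 h, detection 1 h · Compound – single nominal compound dose of 6.5 µM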
PDI turbidity: inhibitors of human PDI, primary screen, biochemical, turbidity, single point, plate reader; 0.052% of 350,000 active; AID 588391, 2011; inhibition, % at 10 µM; Protein disulfide-isomerase (Homo sapiens), P07237; PDI insulin aggregation turbidity, A650, 90 min;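 active means mean inhibition across replicates of 30% or more, whatever share of single replicates reach that level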;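 further: absorbance from insulin aggregation driven by PDI reduction with DTT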
Target sequence (P07237 whole entry, looked up): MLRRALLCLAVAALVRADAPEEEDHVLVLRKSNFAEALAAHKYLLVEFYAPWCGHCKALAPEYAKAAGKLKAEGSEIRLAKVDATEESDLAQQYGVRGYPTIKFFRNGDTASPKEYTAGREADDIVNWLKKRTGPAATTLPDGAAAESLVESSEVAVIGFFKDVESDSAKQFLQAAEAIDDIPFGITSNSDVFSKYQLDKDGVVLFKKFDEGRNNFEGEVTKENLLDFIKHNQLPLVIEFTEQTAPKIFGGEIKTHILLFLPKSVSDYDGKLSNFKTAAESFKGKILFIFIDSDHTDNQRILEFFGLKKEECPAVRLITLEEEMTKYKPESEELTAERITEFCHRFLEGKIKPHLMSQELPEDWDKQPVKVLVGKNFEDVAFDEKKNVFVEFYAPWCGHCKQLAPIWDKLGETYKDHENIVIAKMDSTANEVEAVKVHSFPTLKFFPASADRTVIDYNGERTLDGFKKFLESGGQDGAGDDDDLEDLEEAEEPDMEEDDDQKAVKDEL
ABCB6 inh MLPCN: ABCB6 transporter inhibitors, primary screen, K562-ABCB6 cells, flow cytometry, MLPCN library; 0.19% of 360,000 active; K562-ABCB6 porphyrin accumulation, 1 h; stronger effect = lower value; AID 602162, 2011; ATP-binding cassette sub-family B member 6 (Homo sapiens), Q9NP58; fluorescence ratio to DMSO, % at 10 µM;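 active means fluorescence ratio to DMSO below 75%, the collection mean minus 3 SD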;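 further: signal is porphyrin accumulated inside mitochondria; 100% equals median channel fluorescence of DMSO control wells; lower ratio means ABCB6 inhibition with less porphyrin fluorescence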
* hit, by the source's call; . = no result given; & = joins results of further samples.

Below each SMILES – ABHD5-PLIN5 inh	MC4R ag barr	N-glyco inh	m5-HT2A agonist	CaV13 ICDI inh	Cardio protect	Granule exo inh	MC4R antagonist	PDI turbidity	ABCB6 inh MLPCN
1) Cc1ccc(CCNC(=O)Cn2ncc3c([nH]c4ccccc43)c2=O)cc1
→ 1.0	-1.3	5.2	1.1	-7.4	-7.2	11.6	-1.9	-18.5	95.0
2) COc1cccc(CNC(=O)COC(=O)/C=C/c2ccc(SC)cc2)c1
→ 1.5	3.6	-0.6	2.4	-5.7	-15.1	-2.9	10.2	4.6	96.0
3) NC(N)=NC(=O)c1nc(Cl)c(N)nc1N
→ -8.1&-3.3&6.6	0.6&-0.2&-0.4	0.6&0.3&4.8	-2.7&-1.4&-6.2	-6.8&-4.2&-6.0	-8.2&13.7&4.4	-1.6&-2.9&12.2	4.9&2.2&7.1	-0.7&-12.6&-1.9	105.0&97.0&101.0
4) NCCc1c(C(=O)O)[nH]c2ccc([N+](=O)[O-])cc12
→ -0.5	0.6	0.8	1.8	-4.2	3.8	1.0	7.4	7.6	92.0
5) NS(=O)(=O)c1ccc(NC(=O)COC(=O)c2ccc(Cl)cc2[N+](=O)[O-])cc1
→ -0.9	-1.5	1.3	3.9	-2.1	-9.3	-1.7	2.5	-2.7	94.0
6) COc1ccc(N=C2S/C(=C\c3cc(C)n(C)c3C)C(=O)N2CC(C)C)cc1
→ -0.4	-2.5	-1.9	0.0	.	2.1	4.6	20.5	3.0	122.0
7) Cc1ccc(S(=O)(=O)Nc2ccc3nc(C)oc3c2)cc1
→ -2.3	-2.6	-4.5	6.5	-10.5	-13.0	-11.3	-0.2	11.0	84.0
8) CC1(C)N=C(N)N=C(N)N1CCCCc1ccccc1
→ 8.3	0.9	-11.4	-6.7	-4.9	5.7	4.2	4.7	-3.4	90.0
9) CC(C)Sc1nnc(SCC(=O)N(C)C2CCS(=O)(=O)C2)s1 (centres undefined)
→ 1.4	-2.0	0.5	-1.2	-4.8	2.6	4.5	6.5	-10.9	91.0
10) CSc1ccc(/C=N/NC(=O)c2ccc(C)c(C)c2)cc1
→ 2.5	-2.1	1.0	-2.4	-3.8	-6.4	2.8	13.1	-3.6	100.0

(list continues)
Below each SMILES – ABHD5-PLIN5 inh	MC4R ag barr	N-glyco inh	m5-HT2A agonist	CaV13 ICDI inh	Cardio protect	Granule exo inh	MC4R antagonist	PDI turbidity	ABCB6 inh MLPCN
11) O=C(O)c1ccc(Cn2cc(Cl)cn2)cc1
→ 0.4	-2.0	-3.0	7.4	-5.2	-2.7	-0.9	4.1	3.8	108.0
12) COc1ccc(C(=S)N2CCN(S(=O)(=O)c3ccccc3)CC2)cc1
→ -3.9	0.1	1.6	0.8	-2.2	-3.8	-3.1	-2.8	-1.5	104.0
13) NC(=O)C1CCN(C(=O)CN2CCc3ccccc32)CC1
→ 10.4	2.0	1.3	2.9	.	-4.0	-3.1	-13.0	-12.0	89.0
14) Cc1cc(C)nc(SCC(=O)OCC(=O)Nc2ccccc2)n1
→ -1.6	-1.2	0.0	2.6	-2.8	-1.4	-2.0	11.0	0.2	106.0
15) CCOc1[nH]n(-c2ccccc2)c(=O)c1C=Nc1ccc(OC)cc1
→ -2.5	0.5	-2.1	-1.4	3.1	14.2	24.0	-3.0	-4.0	108.0
16) C[C@]12CC[C@H](O)CC1=CCC1C2CC[C@@]2(C)C1CC[C@@H]2NC(=O)[C@@H](N)Cc1ccccc1 (some centres undefined)
→ 3.6	1.2	-4.3	-1.0	-6.2	-25.0	45.1	3.8	0.2	108.0
17) Cc1ccccc1NC(=O)c1ccc([N+](=O)[O-])o1
→ 0.1	-1.0	14.2	-5.7	-2.5	-19.3	0.2	-2.1	0.8	103.0
18) CC(C)C(=O)NNC(=O)CSc1nc(C2CCCCC2)nc2ccccc12
→ -1.9	0.8	1.3	-2.2	-5.7	-1.4	0.6	17.1	-19.7	99.0
19) Cc1cc2nc(C3CCN(C(=S)NCC(C)C)CC3)[nH]c2cc1C
→ 14.7	2.4	1.0	-5.1	-6.8	-1.0	5.4	-3.7	0.7	106.0
20) CCOC(=O)c1ccc(N2C(=O)C3CCOc4ccccc4C32)cc1 (centres undefined)
→ -2.1	0.9	2.3	-3.4	-12.3	1.4	-1.3	-7.4	2.6	97.0

Going on with the list.
Below each SMILES – ABHD5-PLIN5 inh	MC4R ag barr	N-glyco inh	m5-HT2A agonist	CaV13 ICDI inh	Cardio protect	Granule exo inh	MC4R antagonist	PDI turbidity	ABCB6 inh MLPCN
21) CCCN(CCC)CCCNC(=O)c1ccc(CS(=O)(=O)c2c(Cl)cccc2Cl)o1
→ -5.0	-0.5	-3.7	-3.5	-4.5	5.4	-0.8	1.0	4.1	99.0
22) COc1ccccc1C(=O)NCCC(=O)N(C)Cc1ccc(C)o1
→ 7.9	-2.0	0.7	3.1	-3.0	0.3	-0.2	4.9	5.2	98.0
23) CCCn1c2ccccc2c2cnn(CC(=O)NC3CCN(Cc4ccccc4)CC3)c(=O)c21
→ -0.9	-1.1	-0.3	-11.4	-6.3	1.2	17.1	9.9	-0.6	98.0
24) CCOc1cccc2c1OC1(C)CC2NC(=O)N1c1cccc(Cl)c1 (centres undefined)
→ 1.3	-1.1	-0.9	10.6	-5.2	1.4	-1.9	-1.0	-2.1	99.0
25) CC(C)CC(N)c1csc(NC(=O)NCCc2ccccc2)n1 (centres undefined)
→ 4.5	-1.6	-3.5	-2.9	-5.6	2.4	2.8	-2.7	8.9	102.0
26) O=C(NC1CCCN(c2ccc(C(F)(F)F)cn2)C1)c1ccnc(Cl)c1 (centres undefined)
→ 4.8	-1.1	2.9	-6.3	-5.4	-7.1	-2.0	5.2	-6.7	92.0
27) CCOCC(=O)Nc1nc2ccccc2s1
→ -3.7	-3.1	1.7	9.0	.	-8.2	-2.5	2.4	4.7	108.0
28) Cn1cc([N+](=O)[O-])c(C(=O)Nc2ccc(Br)cn2)n1
→ -1.0	-1.6	2.2	0.7	-3.6	-1.8	-0.5	1.7	3.8	98.0
29) Cc1ccc(C(=O)N[C@H](C(=O)OCc2cc(=O)oc3cc(C)ccc23)C(C)C)cc1
→ 2.5	0.2	0.4	9.0	-3.5	-11.8	-5.6	1.3	-0.2	96.0
30) COc1ccc(Cl)cc1NC(=O)C(OC)c1ccccc1 (centres undefined)
→ 0.1	-2.1	0.4	-1.7	-1.7	-10.2	-1.2	16.4	0.0	98.0

Remaining list, next part.
Below each SMILES – ABHD5-PLIN5 inh	MC4R ag barr	N-glyco inh	m5-HT2A agonist	CaV13 ICDI inh	Cardio protect	Granule exo inh	MC4R antagonist	PDI turbidity	ABCB6 inh MLPCN
31) CCOC(=O)c1c(P(=O)(N2CCOCC2)N2CCOCC2)noc1N
→ -5.4	1.0	1.3	-2.6	-1.7	-3.3	1.7	16.5	-0.6	89.0
32) Cc1cccc(-c2nc(CS(=O)CC(=O)NCCc3ccc(Cl)cc3)c(C)o2)c1 (centres undefined)
→ 12.1	1.8	0.2	-1.0	-1.9	0.1	58.4*	3.4	11.4	96.0
33) NS(=O)(=O)c1ccc(N2C(=O)C3CC=CCC3C2=O)cc1 (centres undefined)
→ 2.9	-4.5	-0.1	4.9	-5.0	5.1	0.4	-10.1	10.6	100.0
34) COc1ccc(C(=O)NCCSCc2ccc(Cl)cc2)cc1OC
→ -0.4	-1.1	0.0	8.4	-3.1	7.7	6.5	5.0	-1.7	95.0
35) Cc1cccnc1NC(=O)CCNC(=O)c1ccc(Cl)cc1
→ -2.8	-2.4	.	6.4	.	5.5	-6.1	1.9	-0.9	99.0
36) Cc1nc(N2CCN(c3ccccn3)CC2)c2c(C)c(C(=O)Nc3ccc(Br)cc3C)sc2n1
→ -5.6	-1.4	-4.6	7.1	-6.8	3.9	10.1	12.3	3.0	105.0
37) O=C(c1cccc(F)c1)N1CCN(c2ccc([N+](=O)[O-])c(N3CCOCC3)c2)CC1
→ 0.9	-2.6	-0.9	0.5	-4.2	10.6	0.8	7.6	-6.7	97.0
38) CCCCNc1ccccc1C(=O)OCC(=O)Nc1ccc(S(N)(=O)=O)cc1
→ -4.6	-0.8	-1.4	-3.4	-4.6	2.0	-1.3	-1.1	5.3	90.0
39) O=C(NCc1ccccc1)Nc1cccn(Cc2ccc(Cl)cc2)c1=O
→ 1.8	-3.3	1.8	-6.0	-3.8	-1.2	-2.0	-5.4	7.0	91.0
40) CC1ON=C(c2cccc3ccccc23)N(C)C1=O (centres undefined)
→ -2.5	1.0	-0.8	0.4	-32.1	0.2	-2.9	12.0	-1.1	104.0

Some of the entries so far, with tabs:
No.	smiles	ABHD5-PLIN5 inh	MC4R ag barr	N-glyco inh	m5-HT2A agonist	CaV13 ICDI inh	Cardio protect	Granule exo inh	MC4R antagonist	PDI turbidity	ABCB6 inh MLPCN
35	Cc1cccnc1NC(=O)CCNC(=O)c1ccc(Cl)cc1	-2.8	-2.4	.	6.4	.	5.5	-6.1	1.9	-0.9	99.0
36	Cc1nc(N2CCN(c3ccccn3)CC2)c2c(C)c(C(=O)Nc3ccc(Br)cc3C)sc2n1	-5.6	-1.4	-4.6	7.1	-6.8	3.9	10.1	12.3	3.0	105.0

As entered above:
m5-HT2A agonist with no. 39 → -6.0
CaV13 ICDI inh with no. 34 → -3.1

(listing goes on)
Below each SMILES – ABHD5-PLIN5 inh	MC4R ag barr	N-glyco inh	m5-HT2A agonist	CaV13 ICDI inh	Cardio protect	Granule exo inh	MC4R antagonist	PDI turbidity	ABCB6 inh MLPCN
41) COc1ccc(C(=O)c2c3ccc(C(F)(F)F)cc3[n+]([O-])n2CCCN)cc1
→ 11.4	1.2	-2.2	3.6	-7.2	2.6	16.8	-7.0	-2.7	101.0
42) CC1=CC(C)(C)Nc2ccc(OC(=O)C(Cc3ccccc3)N3C(=O)c4ccccc4C3=O)cc21 (centres undefined)
→ -0.5	-0.9	2.2	1.6	-0.4	-3.1	0.0	4.6	0.4	83.0
43) O=C(Nc1ccccc1)N1CCN(c2cccc(C(F)(F)F)c2)CC1
→ -3.6	2.4	-0.3	3.0	-7.6	-8.4	-0.6	12.1	-0.3	99.0
44) O=C(NCCN1CCCC1)c1cccc(Cl)c1
→ -5.4	-1.8	-0.2	1.3	0.8	4.3	17.1	0.5	6.3	101.0

High-throughput results from PubChem BioAssay.
